OX1R antag-1: OX1R (human) antagonism; AID 485270; O43613; OX1R-expressing cells, FRET antagonist read-out; inhibition, % at 6.6 µM; 330,000 tested, 1.8% active; in the data active = inhibition mostly above about 38%, no sharp cut-off; inactive = mostly below about 40%;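 also: 0% = agonist challenge alone and 100% = reference antagonist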
Target sequence (O43613 whole entry, looked up): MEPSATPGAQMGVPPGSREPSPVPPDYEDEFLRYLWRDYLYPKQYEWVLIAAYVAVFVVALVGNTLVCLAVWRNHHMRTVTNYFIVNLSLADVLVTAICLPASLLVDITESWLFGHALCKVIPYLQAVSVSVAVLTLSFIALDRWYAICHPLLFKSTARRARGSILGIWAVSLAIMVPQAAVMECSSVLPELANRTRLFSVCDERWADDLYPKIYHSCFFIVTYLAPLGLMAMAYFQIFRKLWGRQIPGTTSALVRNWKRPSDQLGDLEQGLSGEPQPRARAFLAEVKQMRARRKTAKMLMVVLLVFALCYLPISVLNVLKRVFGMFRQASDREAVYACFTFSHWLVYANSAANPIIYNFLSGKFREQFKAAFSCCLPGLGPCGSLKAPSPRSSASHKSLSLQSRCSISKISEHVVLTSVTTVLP
STK33 inh: blocks human STK33 kinase activity. 320,000 tested, 0.073% active. purified STK33, MBP phosphorylation, ADP-Glo luminescence. Q9BYT3. inhibition, % at 10 µM;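 active = inhibition at or above 25%, using the most active replicate where run in duplicate; inactive = inhibition below 25%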
Target sequence (Q9BYT3 whole entry, looked up): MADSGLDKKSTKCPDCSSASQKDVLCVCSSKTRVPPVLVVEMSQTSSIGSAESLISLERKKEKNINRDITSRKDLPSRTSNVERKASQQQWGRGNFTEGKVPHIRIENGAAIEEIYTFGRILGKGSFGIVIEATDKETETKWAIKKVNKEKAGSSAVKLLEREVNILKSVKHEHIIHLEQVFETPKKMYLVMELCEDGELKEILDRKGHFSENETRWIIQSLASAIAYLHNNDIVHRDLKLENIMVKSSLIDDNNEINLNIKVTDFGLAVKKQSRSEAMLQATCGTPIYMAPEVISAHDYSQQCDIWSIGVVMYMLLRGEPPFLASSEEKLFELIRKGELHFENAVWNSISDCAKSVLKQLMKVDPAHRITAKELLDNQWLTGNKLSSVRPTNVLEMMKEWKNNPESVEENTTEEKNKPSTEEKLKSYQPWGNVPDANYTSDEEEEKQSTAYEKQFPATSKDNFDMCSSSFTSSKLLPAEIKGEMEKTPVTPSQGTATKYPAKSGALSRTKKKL
OX1R antag-2: human HCRTR1 antagonism | O43613 | AID 434989 | inhibition, % at 5 µM | 330,000 tested, 0.43% active | CHO/OX1R cells, Fluo-8 calcium fluorescence, orexin A;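 active = inhibition above its plate's threshold, mean inhibition of all tested compounds on the plate plus 3 SD, cut at about 37% in these data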;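 also: 0% = orexin A challenge wells and 100% = SB-334867-A antagonist wells; not every result past the cut was called active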
Active calls of the source: *; nt = not tested or not shown.

OX1R antag-1	STK33 inh	OX1R antag-2	SMILES
7	-0.9	-11	COc1ccccc1C(=O)COC(=O)C(NC(=O)Cc1ccccc1)C(C)C (configuration not stated)
59*	6.5	-2	O=C(NC(Nc1nc2ccc([N+](=O)[O-])cc2s1)(C(F)(F)F)C(F)(F)F)c1cccnc1
19	-0.7	-13	CN(C)C(=O)c1nc2ccc(Cl)cn2c1CNCc1ccccc1OC(F)(F)F
17	-3.6	-6	Cc1sc2c(c1C)c(=O)n(-c1ccccc1)c(=O)n2CC(=O)NCC1CCCO1 (configuration not stated)
58	0.5	-5	CCc1cc2c(=O)c(-c3cscn3)coc2cc1O
4	1.1	-20	Cn1ccnc1SCc1cn2cc(Br)ccc2n1
16	-0.3	-5	CCOC(=O)c1ccc(NC(=O)c2cccc(C)c2[N+](=O)[O-])cc1
-2	-0.9	-17	Cc1cccc(N2CCN(Cc3cnc(Cl)s3)CC2C)c1 (configuration not stated)
44	0.5	-23	COc1ccccc1C(=O)Nc1ccccc1C(=O)NCc1ccco1
14	-1.8	-12	CC1(C(=O)OCC(=O)Nc2nnc(-c3ccccc3)o2)CC1(Cl)Cl (configuration not stated)
5	0.4	-23	O=C(NC1CCN(Cc2ccccc2)CC1)c1ccccc1NS(=O)(=O)c1ccc(F)cc1
20	0.5	-6	CCC(C)N1CC(=O)N2Cc3[nH]c4ccccc4c3C[C@H]2C1=O (some centres not stated)
25	0.3	-59	COc1ccc(-c2cc([C@H]3[C@@H]4C=CCC[C@@]4(C)C(=O)N3Cc3ccccc3)ccc2F)cc1OC
22	-0.3	-39	CCC(=O)Nc1c(S(=O)(=O)c2ccc(C)cc2)c2nc3ccccc3nc2n1C(C)c1ccccc1 (configuration not stated)
17	0.5	-13	COC(=O)c1ccc2[nH]c3cccc(/C(=C/c4ccccc4)c4ccccc4)c3c2c1
2	0.4	-28	COc1ccc(C(=O)Nc2nnc(Cc3ccc(OC)c(OC)c3)s2)cc1
16	-0.6	-13	C=CCn1c(SCc2nc3sc(C(=O)O)c(C)c3c(=O)[nH]2)nnc1-c1ccc(C(C)(C)C)cc1
11	-0.8	-29	COc1cccc(-c2nn(-c3ccccc3)cc2/C=C\C(=O)c2cccs2)c1
2	0.4	-31	NNC(=O)CSc1nnc(-c2ccccc2)n1-c1ccccc1
19	-2.7	9	O=C(NNc1ccccc1[N+](=O)[O-])Nc1ccc(Cl)c(Cl)c1
-1	-0.4	0	COC(=O)CNC(=O)c1ccccc1F
1	0.8	-9	COc1ccc(C(=O)NCC2CCCO2)cc1OC (configuration not stated)
19	nt	-12	N#C/C(=C\c1cccc([N+](=O)[O-])c1)C(=O)NCC1CCCO1 (configuration not stated)
14	0.1	-9	CCc1ccccc1NC(=O)COC(=O)c1cccs1

In the list so far, these contain a carbonyl joined to an NH by a bond outside any ring.
OX1R antag-1	STK33 inh	OX1R antag-2	SMILES
7	-0.9	-11	COc1ccccc1C(=O)COC(=O)C(NC(=O)Cc1ccccc1)C(C)C (configuration not stated)
59*	6.5	-2	O=C(NC(Nc1nc2ccc([N+](=O)[O-])cc2s1)(C(F)(F)F)C(F)(F)F)c1cccnc1
17	-3.6	-6	Cc1sc2c(c1C)c(=O)n(-c1ccccc1)c(=O)n2CC(=O)NCC1CCCO1 (configuration not stated)
16	-0.3	-5	CCOC(=O)c1ccc(NC(=O)c2cccc(C)c2[N+](=O)[O-])cc1
44	0.5	-23	COc1ccccc1C(=O)Nc1ccccc1C(=O)NCc1ccco1
14	-1.8	-12	CC1(C(=O)OCC(=O)Nc2nnc(-c3ccccc3)o2)CC1(Cl)Cl (configuration not stated)
5	0.4	-23	O=C(NC1CCN(Cc2ccccc2)CC1)c1ccccc1NS(=O)(=O)c1ccc(F)cc1
22	-0.3	-39	CCC(=O)Nc1c(S(=O)(=O)c2ccc(C)cc2)c2nc3ccccc3nc2n1C(C)c1ccccc1 (configuration not stated)
2	0.4	-28	COc1ccc(C(=O)Nc2nnc(Cc3ccc(OC)c(OC)c3)s2)cc1
2	0.4	-31	NNC(=O)CSc1nnc(-c2ccccc2)n1-c1ccccc1
19	-2.7	9	O=C(NNc1ccccc1[N+](=O)[O-])Nc1ccc(Cl)c(Cl)c1
-1	-0.4	0	COC(=O)CNC(=O)c1ccccc1F
1	0.8	-9	COc1ccc(C(=O)NCC2CCCO2)cc1OC (configuration not stated)
19	nt	-12	N#C/C(=C\c1cccc([N+](=O)[O-])c1)C(=O)NCC1CCCO1 (configuration not stated)
14	0.1	-9	CCc1ccccc1NC(=O)COC(=O)c1cccs1

New compounds follow
OX1R antag-1	STK33 inh	OX1R antag-2	SMILES
5	-0.8	-36	COc1cc2c(cc1OC)C(C)N(C(=O)[C@@H](NC(=O)c1ccccc1)C(C)C)CC2 (some centres not stated)
8	-0.4	-9	Cc1ccccc1NC(=O)c1nn(C)c(C(=O)Nc2ccccc2C)c1[N+](=O)[O-]
34	-0.2	36	Cc1cccc(/C=N/NC(=O)c2ccc(NC(=O)c3cccc(Cl)c3)cc2)n1
18	-1.4	-26	CC(C)c1ccc(C2CC(c3ccc(Br)cc3)=NN2C(N)=S)cc1 (configuration not stated)
30	-2.2	-13	CN1CCN(C(=O)C2CCC(C)(C(=O)O)C2(C)C)CC1 (configuration not stated)
22	-0.3	0	Cc1ccc2nc(C)c(CN3CCN(c4ccc([N+](=O)[O-])cc4Cl)CC3)n2c1
6	-1.2	1	O=C1CC(N2CCN(c3ccccc3)CC2)C(=O)N1c1ccc(Cl)cc1 (configuration not stated)
12	-1.9	-30	O=[N+]([O-])c1ccc(N2CCN(c3ccccc3F)CC2)c(S(=O)(=O)N2CCOCC2)c1
22	2.2	-5	COCCNC(=O)/C(C#N)=C/c1cc(Br)c(O)c(OC)c1
13	-1.3	7	O=C(CC(Cc1ccccc1)C(=O)O)Nc1ccc(Cl)c(Cl)c1 (configuration not stated)
11	-1.1	-29	O=C(c1ccc2c(=O)n(Cc3ccco3)c(=S)[nH]c2c1)N1CCN(c2ccccc2)CC1
6	3.6	-12	O=C(C1CC1)N1CCc2[nH]c3ccccc3c2C1
-1	-5.5	-24	O=C(COC(=O)C1=COCCO1)Nc1ccc(Cl)cn1
18	-0.7	-24	COc1ccc(Cn2cccc(NC(=O)Nc3ccc(F)cc3)c2=O)cc1
7	-0.8	1	O=C(CN1C(=O)NC2(CCOc3ccccc32)C1=O)Nc1ccc(Br)cc1F (configuration not stated)
46*	12	-4	O=C(Nc1nccs1)c1ccc2nccnc2c1
10	-0.5	-3	Cc1cc(OC(=O)c2ccc3ccccc3c2)c([N+](=O)[O-])c(=O)[nH]1
10	-0.1	-30	Cc1ccc(N/N=C(/Sc2nnnn2-c2ccccc2)C(=O)c2ccccc2)cc1
5	-0.4	-3	CN(C)S(=O)(=O)c1cc(NC(=O)Cn2ccsc2=N)ccc1Cl
16	1.4	-5	O=c1[nH]n2c(=O)c3c([nH]c2c1N=Nc1cccc(Cl)c1)CCCC3
14	-0.3	-22	CCOC(=O)c1ccc(NC(=S)NCCCN2CCOCC2)cc1
16	1.0	-9	CCN(CC)C(=O)CSc1ncnc2c1cnn2-c1ccccc1
14	-0.2	-9	COc1ccccc1N(C)S(=O)(=O)c1ccc(C(=O)Nc2ccc(N3CCOCC3)cc2)cc1
-1	-2.1	-3	C=CCn1c(SCC(=O)Nc2ccc(F)cc2)nnc1-c1cnccn1
10	-1.0	-24	COc1ccc(/C=N/Nc2ncnc3c2[nH]c2ccc(C)cc23)c(OC)c1OC
2	nt	6	COc1ccc(C(=O)/C=C/c2ccc(O)cc2)c(O)c1C/C=C(\C)CCC=C(C)C
128*	0.1	-17	Cc1cc(-n2c(=O)c(C#N)cc3c(=O)n4ccccc4nc32)no1
36	-0.6	-7	Cc1cccc(OCc2nnc(SCn3nnc4ccccc4c3=O)o2)c1
19	0.2	-23	CN(C)CCCNC(=O)/C(=C\c1ccc(-c2ccc(Br)cc2)o1)NC(=O)c1ccccc1
23	-0.2	-20	COCCCN1C(=O)/C(=C/c2ccc(CNS(=O)(=O)c3ccccc3)o2)C(C(=O)OC)=C1C
32	0.4	-33	COc1cc(/C(C)=C/c2ccccc2)c2c(c1)oc1ccccc12
2	1.3	-7	CCC(=O)c1ccc(OCC(=O)OCC(=O)NC2CCCCCCC2)cc1
21	-0.1	-21	CC1(c2ccc3ccccc3c2)NC(=O)NC1=O (configuration not stated)
15	-0.6	10	O=C(Cn1nc(-c2ccc3c(c2)OCCO3)ccc1=O)Nc1ccc(-n2cnnn2)cc1
19	-1.0	-28	COc1cc(/C=N/NC(=O)C2C3CCCCC32C)cc(Br)c1O (configuration not stated)
16	-2.5	-18	CCOC(=O)C(=O)Nc1cc(C)nn1-c1nc2ccccc2[nH]1
30	-0.1	-27	O=C(CCCn1c(SCc2ccccc2F)nc2ccccc2c1=O)NCC1CCCO1 (configuration not stated)
14	-0.3	-23	Cc1nonc1C1CCCN1Cc1cn[nH]c1-c1ccc(-c2ccccc2)cc1 (configuration not stated)
11	-2.0	-45	CC1CCN(CC(=O)N2CCCc3c2c(=O)oc2ccc(OCc4ccccc4)cc32)CC1
16	-0.9	-16	C#Cc1ccc([C@@H]2C=C(C(=O)NC3CC3)O[C@H](OCCCCO)C2)cc1
32	-0.1	-17	CCN(CCCNC(=O)CNC(=O)c1nn(-c2ccc(OC)cc2OC)c(=O)c2ccccc12)c1cccc(C)c1
8	-1.6	2	O=C(Nc1nc2c(s1)CCCC2)Oc1ccccc1
21	-0.8	-28	CCC(Oc1nc2ccccc2nc1-c1ccccc1NC(C)=O)C(=O)c1ccccc1 (configuration not stated)
5	1.5	-15	Cc1cccc(OCCNc2ccc(C(F)(F)F)cc2[N+](=O)[O-])c1
18	0.0	-18	COCCN1C(=O)N[C@@H](c2cccs2)C(C(=O)OC)=C1C
4	0.5	0	Cc1cccc(NCc2cc(Cl)ccc2O)n1
52	-2.0	17	CC(CNC(=O)COc1ccccc1)OC(=O)Nc1ccc(Cl)c(Cl)c1 (configuration not stated)
9	0.2	-13	COC(=O)/C=C1\NCCSC1=O
24	0.0	-12	CCOC(=O)c1nnc(-c2ccccc2)nc1Oc1ccc(Cl)cc1
13	-0.5	-1	COc1cc(/C=C(/C#N)c2nc3ccccc3[nH]2)ccc1Oc1ncccc1[N+](=O)[O-]
13	-0.5	7	N#Cc1nc(-c2cccs2)oc1NCC1CCCO1 (configuration not stated)
4	-0.7	3	COc1ccc(NC(=S)N(CCCN2CCOCC2)Cc2ccco2)cc1
7	0.0	-6	CCN(CC)S(=O)(=O)c1ccc2oc(C(=O)NCCN3CCOCC3)c(C)c2c1
14	0.0	18	S=C(NCc1ccco1)Nc1ccc(Cl)c(Cl)c1
10	-0.6	-32	O=C(CC1C(=O)NCCN1Cc1ccccc1C(F)(F)F)NC1CCCCCC1 (configuration not stated)
20	-0.1	17	NC(=O)Nc1ccc(C(=O)OCC(=O)NC2CCCc3ccccc32)cc1 (configuration not stated)
3	0.6	-30	COc1cccc(/C=C2\SC(N3CCCC(C)C3)=NC2=O)c1OC (configuration not stated)
19	0.1	-40	Cc1cc(C)cc(N2Cc3ccccc3C2)c1
15	0.5	-13	O=C(c1ccccc1F)N1CCN(Cc2ccccc2F)CC1
10	-1.1	-7	CC1(C)CC(=O)C(C#N)=C(NCCCO)C1

Other compounds follow.
OX1R antag-1	STK33 inh	OX1R antag-2	SMILES
4	-1.5	10	COc1ccc(CCn2cc(C#N)c(=O)[nH]c2=O)cc1OC
13	-0.7	11	CCCCc1ncc(CN2CCC(n3nccc3NC(=O)C(OC)c3ccccc3)CC2)[nH]1 (configuration not stated)
7	-1.1	-41	O=C(CSc1nc(=O)n(Cc2ccccn2)c2c1CCC2)Nc1ccc(F)cc1F
76	-1.1	-10	N#CCCn1cc(C(=O)Nc2ccc(C(=O)O)cc2)c(-c2ccc([N+](=O)[O-])cc2)n1
3	-0.4	-4	COc1cccc(/C=N/c2nc3ccccc3n2C)c1O
13	-0.3	-13	NC(=O)C1CCN(C(=O)COc2ccc3c4c(c(=O)oc3c2)CCCC4)CC1
4	-2.3	-3	NC(=O)NC(=O)Nc1ccccc1Cl
20	-1.0	-16	Cc1cc(F)ccc1S(=O)(=O)N1CCCCC1CCNC(=O)C(=O)NCc1ccccn1 (configuration not stated)
23	-1.1	-2	COc1ccc(N(C)S(=O)(=O)c2ccc(Cl)c(C(=O)NCCc3ccc(Cl)cc3)c2)cc1
26	0.7	2	O=C(CN1C(=O)c2cccc3cccc1c23)Nc1ccc(S(=O)(=O)N2CCOCC2)cc1

Source: PubChem BioAssay (several laboratories)
